TNAP inh Pi = inhibitors of human tissue-nonspecific alkaline phosphatase. P05186. purified TNAP, pNPP, malachite green phosphate absorbance. inhibition, % at 20 µM. 21,000 tested, under 10 active
Target sequence (P05186 whole entry, looked up): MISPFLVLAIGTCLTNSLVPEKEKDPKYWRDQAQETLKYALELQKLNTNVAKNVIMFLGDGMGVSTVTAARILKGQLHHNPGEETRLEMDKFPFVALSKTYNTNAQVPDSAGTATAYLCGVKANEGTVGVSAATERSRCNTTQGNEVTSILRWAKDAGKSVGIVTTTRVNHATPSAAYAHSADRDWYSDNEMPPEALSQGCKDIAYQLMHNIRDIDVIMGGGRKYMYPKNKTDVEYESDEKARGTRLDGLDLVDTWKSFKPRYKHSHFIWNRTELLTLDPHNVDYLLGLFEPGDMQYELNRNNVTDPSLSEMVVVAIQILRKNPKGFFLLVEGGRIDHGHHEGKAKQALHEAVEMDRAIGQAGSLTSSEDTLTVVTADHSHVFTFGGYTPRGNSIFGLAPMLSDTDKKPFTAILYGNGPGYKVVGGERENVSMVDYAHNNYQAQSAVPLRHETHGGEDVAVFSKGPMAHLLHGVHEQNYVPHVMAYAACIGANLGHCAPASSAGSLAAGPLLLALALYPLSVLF
TNAP inh pNP = inhibitors of human tissue-nonspecific alkaline phosphatase; inhibition, % at 20 µM; 21,000 tested, under 10 active; purified TNAP, pNPP hydrolysis, absorbance 405 nm;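 further: 0% = DMSO only wells and 100% = 1 mM levamisole wells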
Starred values were filed as active, the others as inactive.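 How the source made its calls: active means inhibition above 50% at the 20 µM single-dose screen; inactive means the rest.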

SMILES	TNAP inh Pi	TNAP inh pNP
CCOC(=O)Cc1csc(NS(=O)(=O)Cc2ccccc2)n1	-17	7
COc1ccc(OC)c(-n2nnnc2SCC(=O)Nc2ccc3c(c2)OCCO3)c1	20	14
CC(C)c1cc(NC(=O)C(C)(C)C)cc(C(C)C)c1O	9	5
Cc1ccc(-c2cc(-c3ccccc3Cl)c(C#N)c(N)n2)o1	8	3
CSC1=Nc2sc3c(c2C2=NCCN12)CC(C)(C)OC3	12	6
CCOc1cc(-c2nn3cnnc3s2)cc(OCC)c1OCC	6	3
CCOC(=O)c1c(NC(=O)CSc2nnc(-c3ccco3)o2)sc(C(C)=O)c1C	11	5
Cc1ccc2nc(C3CCN(C(=O)NCc4ccccc4)CC3)[nH]c2c1	0	1
COc1ccc2[nH]c(C)c(C(=O)CN3CC(C)OC(C)C3)c2c1 (centres undefined)	0	0
CC1=C(C(=O)Nc2ccccc2)C(c2ccco2)n2ncnc2N1 (centres undefined)	12	3
CCCCn1c(SCc2cc(=O)n3ccsc3n2)nc2cc(C(=O)OC)ccc2c1=O	10	4
CC1CN(CC(=O)N2CCc3[nH]c4ccccc4c3C2)CC(C)O1 (centres undefined)	8	5
CS(=O)(=O)c1cccc(C(=O)Oc2ccccc2)c1	6	0
CCOC(=O)c1c(NC(=O)c2ccc(Br)o2)sc2c1CCCC2	-19	1
CCN(CC)CCCNc1cc2n(c(=O)n1)CCc1cc(OC)c(OC)cc1-2	4	4
Cc1ccc(-n2ncc(C#N)c2/N=C/N2CCCCCC2)cc1	18	4
N#Cc1ccccc1NC(=O)c1ccccc1OCC(=O)NCc1ccco1	0	0
CCOc1ccc(NC(=O)NCCN2C(C)CCCC2C)cc1 (centres undefined)	0	0
CCC(=O)Nc1ccc(C(=O)CSc2nnc(-c3cccnc3)o2)cc1	5	5
Cc1ccc(C)c(OCCCC(C)(C)C(=O)O)c1	4	2
CC1(C)CC(=O)C(C=Nc2ccc(Cl)cn2)=C(O)C1	-3	11
CC1(C)Cc2c(C#N)c(OCC(=O)c3ccccc3)nc(-c3ccoc3)c2CO1	6	8
Cc1ccc(S(=O)(=O)N2CCC(C(=O)N[C@H](C(=O)NCC3CCCO3)C(C)C)CC2)cc1 (some centres undefined)	2	1
Cc1cc2oc(=O)cc(CN3CCC(C)CC3)c2c(C)c1Cl	10	1
CCN(CC)CCNC(=O)c1cc(S(C)(=O)=O)ccc1OC	4	-1
New compounds follow.
SMILES	TNAP inh Pi	TNAP inh pNP
CCN(CC)C(=O)CSc1nnc(-c2ccc(S(=O)(=O)NCc3ccccc3Cl)cc2)o1	13	3
Cc1cc(NS(=O)(=O)c2ccc(NC(=O)CCCOc3ccccc3)cc2)no1	6	4
Nc1ccc2ncccc2c1	7	2
N#Cc1ccc(Cn2c(=O)c(C#N)c3n(c2=O)CCC3)cc1	5	-1
O=C(Nc1ccc(F)cc1)c1ccc(S(=O)(=O)NCC2CCCO2)cc1 (centres undefined)	-21	-3
CCCOc1ccc(C(=O)N2CCCC2)cc1OC	2	4
CCc1ccc(NC(=O)CS(=O)CC(=O)Nc2ccc(F)cc2F)cc1 (centres undefined)	3	-2
CCOC(=O)C1=C(N)n2c(s/c(=C\c3cccnc3)c2=O)=C(C(=O)OC)C1c1cccnc1 (centres undefined)	0	-1
CN(C)c1ccc(CN(C(=O)COc2ccccc2)C2CCS(=O)(=O)C2)cc1 (centres undefined)	-4	-8
COCC(C)NC(=O)c1ccc(Cl)c(Cl)c1 (centres undefined)	8	2
Cc1ccc(C2C3CN(C(C)C)CC=C3C(C#N)=C(N)C2(C#N)C#N)cc1 (centres undefined)	-2	0
O=C(Nc1ccccc1)OCCNC(=O)c1ccccc1	9	0
O=c1c2[nH]c3ccccc3c2ncn1CCC1=CCCCC1	-14	-2
CCC(c1nnnn1Cc1ccco1)N(CCc1ccccc1)Cc1cc2ccc(OC)cc2[nH]c1=O (centres undefined)	8	6
O=C(OCC(=O)N1CCCC1)c1ccco1	0	0
CCC(C)[C@H](NC(=O)NCc1cccs1)C(=O)O (some centres undefined)	9	4
Cc1cccc(C)c1NC(=O)CSCC(=O)c1ccc(O)c(O)c1	-6	-3
CC1CCc2nc(NC(=O)CN3CCN(c4ccccc4)CC3)sc2C1 (centres undefined)	-17	0
CCOC(=O)C1CCCN(C/C(O)=C(\C#N)c2nc(-c3ccccc3)cs2)C1 (centres undefined)	-42	-31
COc1cc(-c2nnc(-c3cccnc3)o2)cc(OC)c1OC	-5	6
CCOc1cc(NS(C)(=O)=O)c(OCC)cc1NC(=O)c1cccs1	11	-1
O=C(Cc1ccccc1)Nc1ccccc1CO	-1	-1
O=C(Cn1c(CN2CCCCC2)nc2ccccc2c1=O)NCc1ccco1	8	5
O=c1[nH]c(Cn2nnc(-c3ccccc3)n2)nc2scc(-c3ccccc3)c12	0	0
COCC(=O)N(C)c1nnc(-c2cnccn2)s1	15	2

Arranged by formula weight (smallest number first): some entries from above
SMILES	TNAP inh Pi	TNAP inh pNP
Nc1ccc2ncccc2c1	7	2
O=C(OCC(=O)N1CCCC1)c1ccco1	0	0
COCC(C)NC(=O)c1ccc(Cl)c(Cl)c1 (centres undefined)	8	2
CCCOc1ccc(C(=O)N2CCCC2)cc1OC	2	4
CCC(C)[C@H](NC(=O)NCc1cccs1)C(=O)O (some centres undefined)	9	4
O=C(Nc1ccccc1)OCCNC(=O)c1ccccc1	9	0
N#Cc1ccc(Cn2c(=O)c(C#N)c3n(c2=O)CCC3)cc1	5	-1
O=c1c2[nH]c3ccccc3c2ncn1CCC1=CCCCC1	-14	-2
COc1cc(-c2nnc(-c3cccnc3)o2)cc(OC)c1OC	-5	6
Cc1cccc(C)c1NC(=O)CSCC(=O)c1ccc(O)c(O)c1	-6	-3
Cc1ccc(C2C3CN(C(C)C)CC=C3C(C#N)=C(N)C2(C#N)C#N)cc1 (centres undefined)	-2	0
O=C(Cn1c(CN2CCCCC2)nc2ccccc2c1=O)NCc1ccco1	8	5
CCOc1cc(NS(C)(=O)=O)c(OCC)cc1NC(=O)c1cccs1	11	-1
O=c1[nH]c(Cn2nnc(-c3ccccc3)n2)nc2scc(-c3ccccc3)c12	0	0
CCOC(=O)C1CCCN(C/C(O)=C(\C#N)c2nc(-c3ccccc3)cs2)C1 (centres undefined)	-42	-31
CN(C)c1ccc(CN(C(=O)COc2ccccc2)C2CCS(=O)(=O)C2)cc1 (centres undefined)	-4	-8
Cc1cc(NS(=O)(=O)c2ccc(NC(=O)CCCOc3ccccc3)cc2)no1	6	4
CCOC(=O)C1=C(N)n2c(s/c(=C\c3cccnc3)c2=O)=C(C(=O)OC)C1c1cccnc1 (centres undefined)	0	-1
CCN(CC)C(=O)CSc1nnc(-c2ccc(S(=O)(=O)NCc3ccccc3Cl)cc2)o1	13	3
CCC(c1nnnn1Cc1ccco1)N(CCc1ccccc1)Cc1cc2ccc(OC)cc2[nH]c1=O (centres undefined)	8	6

Remaining list, next part:
SMILES	TNAP inh Pi	TNAP inh pNP
COc1ccc(CC(=O)n2nc(-c3ccccc3)nc2NCc2ccco2)cc1	15	1
CCC1(CC)C(=O)NC(=O)NC1=Nc1cccc(OC)c1	0	0
CN(C)S(=O)(=O)c1ccc(/C(O)=C2/C(=O)C(=O)N(Cc3cccnc3)C2c2ccco2)cc1 (centres undefined)	-2	-10
CCCOP(=O)(c1ccc(N(C)C)cc1)C(O)c1ccccc1OC (centres undefined)	6	0
O=C(Nc1ccccc1)c1ccc(S(=O)(=O)NCc2ccco2)cc1	4	1
Cc1ccc2[nH]c(=O)c(C(c3nnnn3C(C)(C)C)N(Cc3ccco3)CC3CCCO3)cc2c1 (centres undefined)	10	4
CN(C)c1nc2n(c(=O)n1)C(C#N)CS2 (centres undefined)	-5	1
O=C(NC1CCCC1)c1cnn2c(C(F)(F)F)cc(-c3ccc4c(c3)OCO4)nc12	-5	-9
O=C1CC(=O)CC(c2ccccc2Cl)C1	-6	-12
Cn1c(=O)c2cn3c(c2n(C)c1=O)C(c1ccccc1)CC(c1ccccc1)=N3 (centres undefined)	8	4
Cc1cc(=O)oc(C)c1C(=O)NC12CC3CC(CC(C3)C1)C2	4	-1
COc1cccc(C2/C(=C(\O)c3ccc4c(c3)OCCO4)C(=O)C(=O)N2CCN(C)C)c1 (centres undefined)	6	1
Cn1cnnc1SCC(=O)N1CCC(Cc2ccccc2)CC1	2	6
Cc1ccnc(NS(=O)(=O)c2ccccc2)n1	3	0
Cc1ccc2nsnc2c1S(=O)(=O)Nc1cccc2nsnc12	-11	-2
O=C(Nc1ccccc1F)c1ccc(S(=O)(=O)NCC2CCCO2)cc1 (centres undefined)	10	6
CCCCCCNC(=O)Nc1ccccc1	5	0
COc1ccc(NC(=O)C2CC(=O)N(c3cc(C)ccc3C)C2)cc1 (centres undefined)	9	4
CCC(=O)N1CCN(c2cc(C)ccc2C)CC1	12	0
O=C(Nc1cc(C(F)(F)F)ccc1F)C1CCC1	0	0
CCOC(=O)Cn1c(CN(Cc2ccccc2)Cc2ccccc2)nc2c1c(=O)n(C)c(=O)n2C	7	5
O=C(COc1ccccc1F)Nc1ccc(S(=O)(=O)NCc2ccco2)cc1	7	4
Cc1ccc(C(C(=O)NCCc2ccccc2)N(C(=O)c2csnn2)C2CC2)o1 (centres undefined)	12	0
COc1ccc(N2CCN(c3nc(NCCO)nc(N4CCOCC4)n3)CC2)cc1	12	6
Cc1ccc(S(=O)(=O)/C(C#N)=C/c2c(N3CCN(C)CC3)nc3ccccn3c2=O)cc1	6	-2
Next part
SMILES	TNAP inh Pi	TNAP inh pNP
CC(C)NC(=O)C1CCN(C(=O)C(C(=O)c2ccccc2)n2cc(Cl)ccc2=O)CC1 (centres undefined)	-3	5
COC(=O)c1sccc1NC(=O)C1C2C=CC(O2)C1C(=O)O (centres undefined)	9	-1
COc1ccc(OCC(O)Cn2c(=N)n(CCN3CCOCC3)c3ccccc32)cc1 (centres undefined)	10	4
O=C(c1ccco1)N1CCN(C(c2ccccc2Cl)c2nnnn2CC2CCCO2)CC1 (centres undefined)	9	5
OCC(CO)(CO)n1cnnn1	17	4
Cc1ccc(-c2nnc(CSc3nnc(COc4ccccc4)n3-c3ccc(C)cc3)o2)cc1	11	5
Cn1c(-n2c(-c3ccco3)nc3ccccc3c2=O)nc2ccccc21	0	0
CCOC(=O)C1=C(C)N=C2SCCC(=O)N2C1c1sccc1C (centres undefined)	-6	7
Cc1cccc(OCC(=O)Nc2ccc(N3CCN(S(C)(=O)=O)CC3)cc2)c1	16	3
Nc1nncn1C(=O)c1ccccc1Cl	10	0
CN(C)C(=O)CSc1nnc(CCN)o1	5	8
COCC(=O)N(Cc1cc2cc(OC)ccc2[nH]c1=O)c1ccccc1OC	5	0
CCCOc1ccc(C2(C(=O)O)CCCC2)cc1	-4	-2
CC(=O)NC(Cc1cnc[nH]1)C(=O)O (centres undefined)	0	0
CCOc1cccc(NC(=O)C(Cc2cccs2)c2nn[nH]n2)c1 (centres undefined)	2	3
COc1[nH]c(/N=C/c2ccccc2)c(C#N)c1C#N	-8	-7
Cc1cn2c(-c3ccncc3)nnc2s1	8	2
N#CCSc1nc2scc(-c3cccs3)c2c(=O)n1CCc1ccccc1	-4	-10
CCOc1ccc(-c2nnc3sc(COc4ccc(Cl)cc4)nn23)cc1	27	17
Nc1nc(CN2CCN(c3ccccn3)CC2)nc(Nc2ccc(F)cc2)n1	2	2
Brc1cccc(-c2nc(-c3ccncc3)no2)c1	15	8
CNc1oc(-c2cccs2)nc1C#N	10	4
CC(C)CN1C(=O)NC(NC(=O)c2cccnc2)(C(F)(F)F)C1=O (centres undefined)	6	3
CCc1nc(N)nc(N)c1-c1ccc(Cl)cc1	0	0
Cc1cc(C)n(CCO)c(=O)n1	-2	-8
The list continues:
SMILES	TNAP inh Pi	TNAP inh pNP
Nc1ncnc2nc(N3CCN(C(=O)c4ccccc4)CC3)[nH]c12	2	-1
COCc1cc(C)nc2sc(C(=O)OC)c(N)c12	7	3
CCOC(=O)N1C(=O)c2cc(OC)ccc2S1(=O)=O	9	4
CC[C@@H](C)[C@H](NC(=O)OC(C)(C)C)c1nnc(S(=O)(=O)Cc2cc(C)ccc2C)o1	-18	5
COc1ccc[nH]c1=O	0	0
COc1cccc(NS(=O)(=O)c2cc(C)ccc2OC)c1	6	-3
O=C(O)c1ccc(COc2c(F)c(F)c(F)c(F)c2F)o1	12	6
Cc1ccc(CN2C3=NCCCN3c3ccccc32)cc1	10	6
COc1cccc(NC(=O)C(C)Oc2ccccc2)c1 (centres undefined)	-8	2
COc1ccccc1Nc1ncc(-c2cccs2)s1	-10	-3
CC(=O)N1c2ccccc2NC2=C(C(=O)CCC2)C1c1cccnc1 (centres undefined)	10	4
CC(C)c1nc(N2CCOCC2)c(C#N)c2c1COC(C)(C)C2	-12	-4
COC(=O)c1[nH]c2ccccc2c1NC(=O)Oc1ccccc1	-1	-10
CC1CN(c2nnnn2-c2ccccc2)CC(C)O1 (centres undefined)	0	-5
CCn1c(-c2ccc(F)cc2)n[nH]c1=S	8	3
CCOC(=O)c1[nH]c2ccc(OC)cc2c1NC(=O)OC	11	3
CCc1ccc(Nc2nc(N)nc(CSc3nnnn3-c3ccccc3)n2)cc1	-7	11
COc1ccc2oc(C)c(C(N)=O)c2c1	9	3
CCOC(=O)C1=C(N)N2C(=O)C(C)SC2=C(C(=O)OC)C1c1ccccc1OC (centres undefined)	9	3
Cc1cc2c(C)nc(-c3ccccc3)nc2o1	-4	-4
CCOC(=O)Cn1c(=O)c2c(nc3n2CCCCN3c2ccc(C)cc2)n(C)c1=O	6	-1
CCC(CC)C(=O)Nc1cc(C(=O)OC)cc(C(=O)OC)c1	9	4
COc1ccc(CN2CCN(C(=O)c3cc(OC)c(OC)c(OC)c3)CC2)cc1OC	2	-6
CC(C)(C)NC(=O)C(c1ccccc1)N(Cc1ccco1)C(=O)c1csnn1 (centres undefined)	9	0
CCOc1cc2nc(-c3ccc(OC)c(OC)c3)nc(N3CCOCC3)c2cc1OC	-11	1

This is a subset. The share of hits here may be higher or lower than overall.
